Bioassay records as filed in PubChem.
Mtb BioA inh: M. tuberculosis BioA enzyme inhibitors, primary screen, biochemical, plate reader, single point, HTS | purified M. tuberculosis BioA enzyme | inhibition, % at 9.99 µM | 0.096% of 360,000 active | AID 602481, 2012; in the data active = inhibition above about 40%
SSB-PriA inh: inhibitors of Klebsiella pneumoniae PriA binding to SSB C-terminal tail, primary screen, biochemical, AlphaScreen; PriA–SSB C-terminal tail interaction (Klebsiella pneumoniae); AlphaScreen SSBct-PriA binding, biotinylated peptide; inhibition, % at 33 µM; 0.6% of 430,000 active; in the data active = inhibition mostly above about 37%, no sharp cut-off; inactive = mostly below about 20%;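 also: plate controls were negative control peptide for no effect and reference peptide for full effect; strong numbers were not always called active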
BH1578 lux ind: inducers of Vibrio cholerae quorum light production without autoinducers, primary screen, BH1578 luxS cqsA deficient, single point; V. cholerae BH1578 lux reporter, luminescence, 6 h; activation, % at 18.7 µM; 0.16% of 350,000 active; AID 588436, 2011; in the data active = activation mostly above about 9.7%, no sharp cut-off; also: not every result past the cut was called active; inactives centre near 0; reference of the scale not given here
MazF activator: activators of E. coli MazEF toxin-antitoxin RNase, primary screen, biochemical, fluorescence, uHTS; FAM/BHQ RNA-DNA oligo cleavage fluorescence, 5 h; AID 504720, 2011; 0.32% of 350,000 active; activation, % at 20 µM; Endoribonuclease toxin MazF (Escherichia coli (strain K12)), P0AE70; in the data active = activation above about 50%
Target sequence (P0AE70 whole entry, looked up): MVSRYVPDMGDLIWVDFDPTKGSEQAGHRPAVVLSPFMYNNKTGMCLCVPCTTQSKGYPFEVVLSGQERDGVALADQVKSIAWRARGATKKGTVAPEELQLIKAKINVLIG
GDH-TPI counter: GDH-TPI coupling enzyme inhibitors, primary screen, artefact control for M. tuberculosis FBA inhibitor project, biochemical, absorbance, full deck. GDH-TPI coupled enzyme counterscreen, NADH absorbance. inhibition, % at 4.8 µM. 1.2% of 360,000 active. AID 588335, 2011; in the data active = inhibition above about 30%;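 also: 0% = DMSO wells and 100% = wells lacking the enzyme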
Rv3671c protease: Rv3671c serine protease inhibitors, primary screen, biochemical, fluorescence polarization, M. tuberculosis H37Rv. P9WHR9. inhibition, % at 5.96 µM. 0.048% of 320,000 active. AID 2606, 2010; in the data active = inhibition above about 38%;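 also: extracellular domain of Rv3671c used as enzyme; 0% = enzyme with DMSO and 100% = no enzyme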
Target sequence (P9WHR9 whole entry, looked up, the tested form may be a part): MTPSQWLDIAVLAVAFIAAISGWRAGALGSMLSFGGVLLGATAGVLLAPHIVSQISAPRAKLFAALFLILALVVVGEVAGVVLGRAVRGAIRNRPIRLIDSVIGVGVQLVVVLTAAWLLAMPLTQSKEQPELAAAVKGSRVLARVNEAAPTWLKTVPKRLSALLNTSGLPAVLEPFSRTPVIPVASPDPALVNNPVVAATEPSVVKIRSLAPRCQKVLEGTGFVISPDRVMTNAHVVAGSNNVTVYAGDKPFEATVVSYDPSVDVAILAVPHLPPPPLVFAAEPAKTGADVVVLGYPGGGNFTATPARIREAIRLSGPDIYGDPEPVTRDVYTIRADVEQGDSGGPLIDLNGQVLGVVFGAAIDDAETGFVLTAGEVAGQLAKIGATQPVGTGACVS
DUSP3 inh: VHR1 phosphatase inhibitors, primary screen, biochemical, absorbance, uHTS; recombinant VHR phosphatase, pNPP absorbance; AID 1654, 2009; Dual specificity protein phosphatase 3 (Homo sapiens), P51452; 0.52% of 290,000 active; inhibition, % at 13.3 µM; in the data active = inhibition above about 50%; also: some compounds called inactive have numbers as strong as hits
Target sequence (P51452 whole entry, looked up): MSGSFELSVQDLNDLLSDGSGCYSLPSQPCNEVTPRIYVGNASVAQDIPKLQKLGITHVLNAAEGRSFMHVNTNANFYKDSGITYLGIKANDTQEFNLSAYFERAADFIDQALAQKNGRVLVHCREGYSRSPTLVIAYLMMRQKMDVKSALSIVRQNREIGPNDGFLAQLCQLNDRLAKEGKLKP
SARS 3CLpro inh: SARS-CoV 3CLpro protease inhibitors, primary screen, biochemical, quenched FRET; Replicase polyprotein 1ab (Severe acute respiratory syndrome coronavirus), P0C6X7; recombinant SARS-CoV 3CLpro, quenched FRET peptide cleavage; inhibition, % at 6 µM; 0.14% of 290,000 active; in the data active = inhibition above about 12%
FBA Mtb inh: Mtb FBA enzyme inhibitors, primary screen, biochemical, fluorescence, strain H37Rv; purified M. tuberculosis FBA, fluorescence read-out; inhibition, % at 1 µM; 2.3% of 360,000 active; in the data active = inhibition above about 27%;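 also: 0% = vehicle and 100% = reference inhibitor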
Mtb UGM inh: M. tuberculosis UGM enzyme inhibitors, primary screen, biochemical, fluorescence polarization, single point. purified UGM, fluorescence polarization probe displacement. 0.06% of 320,000 active. inhibition, % at 10 µM. UDP-galactopyranose mutase (Mycobacterium tuberculosis (strain ATCC 25618 / H37Rv)), …. AID 504406, 2011; in the data active = inhibition above about 10%, passing the limit was not always enough
Target sequence (P9WIQ1 whole entry, looked up): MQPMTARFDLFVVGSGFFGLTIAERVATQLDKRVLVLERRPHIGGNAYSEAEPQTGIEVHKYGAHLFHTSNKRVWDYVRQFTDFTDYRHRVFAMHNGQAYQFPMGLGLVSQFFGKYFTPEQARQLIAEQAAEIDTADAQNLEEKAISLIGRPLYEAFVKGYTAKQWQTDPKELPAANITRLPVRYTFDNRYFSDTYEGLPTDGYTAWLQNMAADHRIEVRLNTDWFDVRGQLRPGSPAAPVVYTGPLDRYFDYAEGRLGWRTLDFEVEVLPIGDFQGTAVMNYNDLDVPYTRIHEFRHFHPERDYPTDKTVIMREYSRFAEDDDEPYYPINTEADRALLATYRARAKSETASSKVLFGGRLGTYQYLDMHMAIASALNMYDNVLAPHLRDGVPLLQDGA
Numbers without * were called inactive; i = inactive; / = no result given. An excerpt; the hit share may differ from the screen's.

1. CCN(c1cccc(C)c1)S(=O)(=O)c1cc(CN2C(=O)c3cccnc3C2=O)ccc1OC
2. O=C(O)CCSc1nc2ccccc2n1Cc1ccccc1
3. O=C(O)C/C(=C\c1cccc(NC(=O)c2ccccc2Cl)c1)c1nc2ccccc2s1
4. COc1ccc(N2CCN(Cc3nc4scc(-c5cccs5)c4c(=O)[nH]3)CC2)cc1
5. Cc1ccccc1-c1nc(CS(=O)CC(=O)NC2CCCCC2)c(C)o1 (centres undefined)
6. NC(=O)c1cc(-c2ccccc2)nc(N2CCCCCC2)n1
7. CCCCC[C@H]1CN(C2CCCCC2)C(=O)[C@@H]1CC(=O)NCc1ccccc1
8. Cc1ccc(CNc2ncnc3ccc(-c4ccc(CO)o4)cc23)o1
entry no.	1	2	3	4	5	6	7	8
Mtb BioA inh	2.1	2.5	1.0	/	-0.7	-1.6	0.7	0.3
SSB-PriA inh	8	-6	-11	-1	-10	-30	10	/
BH1578 lux ind	-0.3	-7.7	0.9	-1.8	-1.7	i	i	i
MazF activator	13	0	-15	-4	-9	-3	5	/
GDH-TPI counter	-1	0	22	5	3	6	-3	26
Rv3671c protease	-2	3	-3	-41	2	-3	-5	/
DUSP3 inh	1	-7	-4	-2	-2	8	9	/
SARS 3CLpro inh	2	0	1	3	-5	0	3	/
FBA Mtb inh	1	1	7	4	0	1	-3	81*
Mtb UGM inh	1.9	0.1	0.7	-1.6	-0.3	-1.0	3.5	/

Only Rv3671c protease and SSB-PriA inh, for 6 of the compounds above:
nr | structure | Rv3671c protease | SSB-PriA inh
2 | O=C(O)CCSc1nc2ccccc2n1Cc1ccccc1 | 3 | -6
3 | O=C(O)C/C(=C\c1cccc(NC(=O)c2ccccc2Cl)c1)c1nc2ccccc2s1 | -3 | -11
4 | COc1ccc(N2CCN(Cc3nc4scc(-c5cccs5)c4c(=O)[nH]3)CC2)cc1 | -41 | -1
5 | Cc1ccccc1-c1nc(CS(=O)CC(=O)NC2CCCCC2)c(C)o1 (centres undefined) | 2 | -10
6 | NC(=O)c1cc(-c2ccccc2)nc(N2CCCCCC2)n1 | -3 | -30
7 | CCCCC[C@H]1CN(C2CCCCC2)C(=O)[C@@H]1CC(=O)NCc1ccccc1 | -5 | 10

Going on with the list:
9. CCN(CC)C(=O)c1cccc(-c2csc(C(O)c3cccc(Cl)c3)n2)c1 (centres undefined)
10. CCCc1sc(N)nc1-c1ccc(Cl)cc1
11. CCOc1ccc(NC(=O)N2CCN(S(C)(=O)=O)CC2)cc1
12. CCOC(=O)C1(C(F)(F)F)N=C(c2ccccc2F)OC(N(C)C)=N1 (centres undefined)
13. Cc1ccc(-c2ccc(SCC(=O)NC3CCCCC3)nn2)cc1
14. CCCCCn1nc(C)c(/C=N\NC(=O)c2cc(C)oc2C)c1C
15. CCCNc1nc2c(c(=O)[nH]c(=O)n2C)n1CCOc1ccccc1
16. COc1ccc(C2C(C(=O)Nc3ccccc3)=C(C)Nc3nc(CCCO)nn32)cc1 (centres undefined)
entry no.	9	10	11	12	13	14	15	16
Mtb BioA inh	-0.4	/	/	0.0	1.2	0.1	-2.0	-3.4
SSB-PriA inh	/	1	-12	-4	-9	/	-10	-10
BH1578 lux ind	-0.3	-0.3	0.1	-0.2	-4.3	-0.2	i	i
MazF activator	/	8	-12	12	-3	-8	2	3
GDH-TPI counter	7	4	4	13	1	7	5	-1
Rv3671c protease	/	9	9	-1	-4	1	-9	9
DUSP3 inh	/	30	44	-10	33	26	9	26
SARS 3CLpro inh	/	4	0	-3	-7	4	-2	-2
FBA Mtb inh	0	-3	0	1	1	1	1	-3
Mtb UGM inh	/	2.0	-1.7	-1.1	-1.0	0.6	0.7	-0.1

Random excerpt: two records from the list.
3. O=C(O)C/C(=C\c1cccc(NC(=O)c2ccccc2Cl)c1)c1nc2ccccc2s1
14. CCCCCn1nc(C)c(/C=N\NC(=O)c2cc(C)oc2C)c1C
entry no.	3	14
Mtb BioA inh	1.0	0.1
SSB-PriA inh	-11	/
BH1578 lux ind	0.9	-0.2
MazF activator	-15	-8
GDH-TPI counter	22	7
Rv3671c protease	-3	1
DUSP3 inh	-4	26
SARS 3CLpro inh	1	4
FBA Mtb inh	7	1
Mtb UGM inh	0.7	0.6

(continued)
17. Fc1cccc(Cl)c1CNC(c1ccccc1)c1ccccc1
18. Cc1cc2nc3s/c(=C/c4ccc(-c5ccccc5C(=O)O)o4)c(=O)n3c2cc1C
19. C=CCN1[C@@H](Cc2ccccc2)COCCS1(=O)=O
20. C/C(=N\NC(=O)CSc1nc2ccccc2s1)c1ccco1
21. CN(C)c1ncnc2c1ncn2-c1ccccc1
22. CC(=O)N(c1nnc(-c2ccc(C)cc2)s1)C1CCCC1
23. O=C(Nc1ccc(Oc2ccc(NC(=O)Nc3ccc([N+](=O)[O-])cc3)cc2)cc1)Nc1ccc([N+](=O)[O-])cc1
24. CCOC(=O)c1c(O)cc(OC)cc1CCc1ccccc1
entry no.	17	18	19	20	21	22	23	24
Mtb BioA inh	0.8	2.4	0.6	/	8.7	-0.3	-4.0	1.6
SSB-PriA inh	-184	-13	-10	/	-8	-24	11	-52
BH1578 lux ind	-5.0	0.4	-0.6	-0.2	i	0.3	-0.7	2.0
MazF activator	2	-30	-16	4	3	1	-11	0
GDH-TPI counter	7	9	8	6	2	2	10	5
Rv3671c protease	-7	-5	/	9	/	0	0	/
DUSP3 inh	10	70	/	-8	/	25	-2	/
SARS 3CLpro inh	2	1	/	4	/	-1	-2	/
FBA Mtb inh	-1	5	1	0	0	0	2	-2
Mtb UGM inh	-0.5	0.5	/	1.4	/	2.0	0.7	/

25. COC(=O)C1=C(C)NC(=O)/C1=C\c1ccc2c(c1)OCO2
26. CCOc1ccc2[nH]c3nc(SCC(=O)NC4CCCC4)nnc3c2c1
27. Cn1nccc1C(=O)N1CCCC(N2CCN(c3cccc(C(F)(F)F)c3)CC2)C1 (centres undefined)
28. Cc1n[nH]c(C)c1N1C(=O)c2cccc3c(Br)ccc(c23)C1=O
29. CC1=CCC(/C=N\Nc2nnc3c(n2)[nH]c2ccccc23)CC1 (centres undefined)
30. c1ccc(-c2ccccc2OCCCN2CCOCC2)cc1
31. O=C(COC(=O)/C=C/c1cccc(C(F)(F)F)c1)NC(c1ccccc1)c1ccccc1
32. NC(CC(=O)OC1CCCCC1)C(=O)OC1CCCCC1 (centres undefined)
entry no.	25	26	27	28	29	30	31	32
Mtb BioA inh	-3.4	-1.0	-1.4	0.5	/	/	-4.8	1.2
SSB-PriA inh	-12	-13	/	-3	/	-5	0	-10
BH1578 lux ind	-0.2	-0.9	-0.3	/	/	-0.3	-0.5	1.6
MazF activator	5	1	/	0	/	1	-4	-6
GDH-TPI counter	17	5	0	13	/	4	-5	-10
Rv3671c protease	1	-15	-2	3	12	-4	-6	0
DUSP3 inh	24	-11	15	-20	8	-4	2	7
SARS 3CLpro inh	3	-2	-5	0	2	0	1	4
FBA Mtb inh	1	0	3	-2	/	1	5	6
Mtb UGM inh	-0.2	-2.8	2.1	1.7	-1.3	-2.1	2.4	-3.4

33. COc1ccc2c(c1)C(NS(=O)(=O)OCC(Cl)(Cl)Cl)CCC2 (centres undefined)
34. COc1ccc(CNC(=O)C[C@H]2C[C@H](C(=O)N3CCOCC3)[C@@]3(C)c4[nH]c5cc(CCC(=O)N(C)C)ccc5c4CCN3C2=O)cc1OC
35. CCCCn1c(N)c(N(C(=O)CSc2nncn2-c2ccccc2C)C2CCCC2)c(=O)[nH]c1=O
36. O=C(Nc1cccc(OC(=O)N2CCCCC2)c1)N1CCOCC1
37. CC(C)Cn1c(/C=N/Nc2nc3ccccc3[nH]2)nc2ccccc21
38. COc1ccc2[nH]c(C(=O)NCCCN3CCCC3=O)c(C)c2c1
39. Cc1ccccc1-c1n[nH]c(=S)n1C
40. O=S(=O)(NCC1CCCO1)c1ccc(S(=O)(=O)N2CCCC2)cc1 (centres undefined)
entry no.	33	34	35	36	37	38	39	40
Mtb BioA inh	-2.9	-0.3	-1.7	-3.8	/	2.2	/	-21
SSB-PriA inh	-3	-13	7	-8	/	-13	2	-1
BH1578 lux ind	i	-0.5	i	-0.5	-0.2	-0.2	-0.1	-0.4
MazF activator	0	10	3	-13	-4	8	-5	2
GDH-TPI counter	-8	-3	-7	3	22	-1	-6	13
Rv3671c protease	4	/	/	1	/	3	-4	6
DUSP3 inh	9	/	/	24	-2	-14	2	15
SARS 3CLpro inh	5	/	/	0	2	0	2	-2
FBA Mtb inh	0	-4	2	-3	-2	58*	-1	3
Mtb UGM inh	-0.8	/	/	-0.1	/	-6.0	-1.2	-0.3

41. O=S(=O)(Nc1ccc(S(=O)(=O)N2CCCCC2)cc1)c1ccc(Br)s1
42. COc1ccc(CNC(=O)CCN2C(=O)c3ccccc3C2=O)cc1
43. CN(Cc1ccccc1)C1=CC(=[N+]2CCCCC2)CC(C)(C)C1
44. COc1ccc(-c2csc(NC(=O)c3ccc(N4C(=O)CCC4=O)cc3)n2)cc1OC
45. O=C(c1ccc(CS(=O)(=O)c2ccc(Br)cc2)o1)N1CCN(c2ccccn2)CC1
46. Fc1ccc2c(c1)nnn2C1CCN(Cc2nnnn2CCc2ccccc2)CC1
47. COc1ccc(Cc2nnc(NN)[nH]c2=O)cc1OC
48. O=C(NC1=NCCS1)c1ccc(Cl)c(S(=O)(=O)N2CCOCC2)c1
entry no.	41	42	43	44	45	46	47	48
Mtb BioA inh	1.1	-1.4	2.6	/	-0.7	2.8	1.5	/
SSB-PriA inh	4	-1	-8	-10	-10	-12	15	-5
BH1578 lux ind	-0.9	-0.3	0.0	1.6	0.1	i	6.5	0.6
MazF activator	0	12	-18	3	5	1	0	7
GDH-TPI counter	4	0	68*	2	19	-10	2	5
Rv3671c protease	-4	-5	4	8	0	-7	-2	-2
DUSP3 inh	-8	21	5	14	15	25	26	10
SARS 3CLpro inh	6	-1	6	4	1	-2	-6	-4
FBA Mtb inh	1	0	-1	-3	3	1	5	0
Mtb UGM inh	2.2	-1.5	-2.2	-2.4	2.6	1.4	1.0	-3.2

49. COc1c(C)cc(C(=O)C2CCCN(C(=O)c3cc(C)n(C)n3)C2)cc1C (centres undefined)
50. Cc1ccccc1C(=O)OCCN1CCOCC1
51. C/C(N)=C(/C#N)C(=O)COC(=O)c1ccc(O)cc1
52. O=C(NNC(=O)c1ccccc1Br)c1cccs1
53. CCOC(=O)N1CCN(C(=O)C2CCCN(S(=O)(=O)c3ccc(F)cc3)C2)CC1 (centres undefined)
54. O=C(Nc1ccccc1)Nc1cccc(Cl)c1Cl
55. COc1cccc(C(NC(C)=O)c2nc(-c3ccccc3C)cs2)c1 (centres undefined)
56. CCc1nc2c(OCCC3CCCCC3)cccn2c1N(C)C(=O)c1ccncc1
57. COc1ccc(Nc2ccc(Cl)cc2)c(C(=O)O)c1
58. O[C@H]1c2ccccc2[C@H](Cc2cncs2)[C@@H]1Br
entry no.	49	50	51	52	53	54	55	56	57	58
Mtb BioA inh	0.4	-0.4	/	0.1	-0.5	1.1	0.6	1.6	/	-2.8
SSB-PriA inh	-1	7	2	-5	-19	-20	/	/	-10	-9
BH1578 lux ind	-0.3	-0.5	i	-0.4	i	-0.3	0.7	i	-0.3	i
MazF activator	7	-6	3	4	5	3	/	/	-19	5
GDH-TPI counter	-1	7	7	1	-1	-2	2	-3	10	5
Rv3671c protease	1	-4	11	-10	2	-27	/	/	-2	-14
DUSP3 inh	-26	-1	-4	44	9	10	/	/	-10	/
SARS 3CLpro inh	1	1	0	-6	-3	7	/	/	0	/
FBA Mtb inh	0	0	3	1	4	3	1	0	-1	0
Mtb UGM inh	3.1	-0.7	4.2	-2.0	3.6	1.0	/	/	1.2	3.1
